LYP phosphatase – PTPN22 lymphoid phosphatase activity blockers – biochemical, fluorescence intensity, uHTS (AID 1779). recombinant LYP phosphatase, fluorescence intensity; higher % means a stronger effect. inhibition, % at 11.5 µM, or IC50 in µM where a hit was titrated. hit rate 0.054% among 290,000; in the data active = inhibition above about 50%;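 note: plate controls were vehicle with enzyme for no effect and no enzyme for full effect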
NTR1 agonist – agonists of NTR1, primary screen, imaging, U2OS cells, beta-arrestin-GFP, high content (AID 493036); NTR1-U2OS beta-arrestin-GFP spot imaging, agonist mode; activation, % at 20 µM; hit rate 0.17% among 330,000;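 active = activation at or above 40% of the spot to cytoplasm intensity ratio, with at least 20 cells analyzed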;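 note: 0% = DMSO without peptide and 100% = 100 nM NTR1 peptide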
Target sequence (P30989 whole entry, looked up): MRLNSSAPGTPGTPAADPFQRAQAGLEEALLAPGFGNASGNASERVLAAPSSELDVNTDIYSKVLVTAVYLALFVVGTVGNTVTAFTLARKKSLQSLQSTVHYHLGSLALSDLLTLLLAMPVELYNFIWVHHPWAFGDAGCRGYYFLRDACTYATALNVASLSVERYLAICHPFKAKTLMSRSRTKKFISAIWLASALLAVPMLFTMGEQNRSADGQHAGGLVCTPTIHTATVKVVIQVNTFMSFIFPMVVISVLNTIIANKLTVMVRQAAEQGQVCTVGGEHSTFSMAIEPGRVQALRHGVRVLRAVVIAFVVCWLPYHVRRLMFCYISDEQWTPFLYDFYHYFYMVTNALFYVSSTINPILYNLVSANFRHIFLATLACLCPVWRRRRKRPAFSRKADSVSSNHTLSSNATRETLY
Large T inhibition – TAg ATPase/helicase activity blockers – biochemical (AID 1903) | hit rate 0.39% among 310,000 | SV40 large T antigen ATPase/helicase inhibition assay; higher % means a stronger effect | inhibition, % at 20 µM, or IC50 in µM where a hit was titrated; in the data active = a potency from the dose series; note: strong numbers were not always called active
GPR35 arrestin U2OS – GPR35 antagonists blocking zaprinast-driven arrestin recruitment, primary screen, imaging, U2OS, beta-arrestin-GFP, zaprinast agonist (AID 2058). U2OS GPR35 beta-arrestin-GFP translocation imaging, zaprinast antagonism; higher % means a stronger effect. inhibition, % at 10 µM, or IC50 in µM where a hit was titrated. hit rate 0.052% among 290,000;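 active = inhibition of at least 50% with at least 30 cells and total cytoplasm GFP at most 10,000,000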
MgcRacGAP inhibition – MgcRacGAP GTPase-activating activity inhibitors, confirmation, biochemical, ADP Hunter fluorescence; MgcRacGAP-stimulated Rac1 GTP hydrolysis, ADP Hunter fluorescence; higher % means a stronger effect; GST-tagged Rac1 F28L mutant substrate; one-dose inhibition, % at 30 µM; IC50 in µM for titrated hits; hit rate 0.6% among 340,000;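 active = first-screen hits whose inhibition reached a set limit at any dose in the follow-up dose series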;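 note: fluorescence reports GDP produced by GAP-driven GTP hydrolysis; strong numbers were not always called active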
T cell modulator – T cell immune modulation candidate; 2C CD8+ T cell-vesicle binding, flow cytometry; hits give low values; calls only at 7 µM; hit rate 0.068% among 330,000;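 active = response, share of CD8 T cells binding vesicles, and their 90th percentile fluorescence all below set limits, cut at about 80% in these data, passing the limit was not always enough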
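Also added: QL9-peptide-loaded Drosophila micro-vesicles bearing Ld, ICAM-1 and B7-1; Test system: purified 2C TCR transgenic mouse naive CD8+ T cells; Measured by: cytometric PE anti-B7-1 and Alexa647 anti-CD8 signals after 1% paraformaldehyde fixation; Timing: binding step 1.5 h, 37 °C, antibody labelling 20 min, ice.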
GPR55 activation – selective activators of receptor GPR55 – imaging, U2OS cells, beta-arrestin-GFP redistribution, primary screen (AID 1961) | U2OS GPR55 beta-arrestin-GFP redistribution imaging; higher % means a stronger effect | activation, % at 10 µM; hits with a dose series show EC50 in µM | hit rate 0.048% among 290,000;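 active = activation above 40% with more than 50 cells counted in the well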;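 note: U2OS osteosarcoma cells stably expressing GPR55 and beta-arrestin-GFP; plate controls were DMSO negative control for no effect and LPI positive control for full effect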
GPR55 LPI antagonism – GPR55 antagonists blocking LPI-driven arrestin recruitment, primary screen, imaging, U2OS, beta-arrestin-GFP, LPI agonist (AID 2013); one-dose inhibition, % at 10 µM; IC50 in µM for titrated hits; U2OS GPR55 beta-arrestin-GFP translocation imaging, LPI antagonism; higher % means a stronger effect; hit rate 0.13% among 290,000;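 active = spots per cell inhibited over 60%, with over 100 cells counted and total cytoplasm intensity under 500,000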;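 note: U2OS cells stably carrying GPR55 and arrestin-GFP stimulated by 5 µM LPI near EC80; imaged beta-arrestin-GFP aggregate spots per cell after agonist stimulation; plate controls were LPI-stimulated DMSO wells for no effect and DMSO wells without LPI for full effect; some results filed as inactive read as strong as hits; confirmed hits need IC50 under 10 µM and bright autofluorescent wells are also inconclusive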
Lipid droplet – hepatic lipid droplet formation modulation; hit rate 0.4% among 240,000; inhibition, % at 6.5 µM; AML12 mouse hepatocytes, oleate lipid droplets, BODIPY imaging;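 active = lipid droplet intensity inhibited by at least 50%, with more than 500 cells counted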
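System: AML12 hepatocytes (mouse). Probe or stimulus: oleic acid at 100 µM to induce lipid droplet formation. Times: overnight treatment with compound plus oleate. Detection: Image-based BODIPY and DAPI two-channel analysis. Evaluation: percent inhibition of filter-corrected integrated lipid droplet intensity per well.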
Lipid droplet cells 6.5 µM – second read-out of Lipid droplet, no call of its own (marks repeat the call); cell count; measured here: cell count, cytotoxicity flag;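 cells counted across two imaged fields per well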
T cell modulator vesicle-bound % – also measured in T cell modulator; calls as there; double positive events, %; measured here: CD8+ vesicle-bound cell fraction;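 binding gate set so that unloaded-vesicle control wells show 10% double positive cells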
NTR1 agonist cell count 20 µM – recorded beside NTR1 agonist, whose call it bears; cell count; measured here: cell count, cytotoxicity flag
The depositor's hits bear a star; i = inactive; nt = no result given; + = active, no number.

SMILES	LYP phosphatase	NTR1 agonist	NTR1 agonist cell count 20 µM	Large T inhibition	GPR35 arrestin U2OS	MgcRacGAP inhibition	T cell modulator	T cell modulator vesicle-bound %	GPR55 activation	GPR55 LPI antagonism	Lipid droplet	Lipid droplet cells 6.5 µM
O=C(CCN1CCCCC1)NNC(=S)NC(=O)c1ccc(Br)cc1	-2%	-0.1	46	19%	-2%	3%	i	40	-0.1%	3%	-19	676
COc1ccc(S(=O)(=O)N2CCCC(C(=O)NCc3ccncc3)C2)cc1 (centres undefined)	-9%	0.2	58	13%	-6%	10%	i	30	0.2%	-2%	-8	713
O=C(CS(=O)(=O)Cc1ccccc1)Nc1nc2ccccc2s1	0%	-1.7	76	26%	-1%	6%	i	38	-0.1%	13%	6	701
O=S(=O)(Cc1ccccc1)NCc1cccnc1	-4%	0.4	72	4%	3%	-8%	i	16	-0.2%	10%	9	658
COc1ccc(/C(O)=C2/C(=O)C(=O)N(Cc3cccnc3)C2c2ccco2)cc1OC (centres undefined)	-2%	-1.8	92	2%	-6%	9%	+	3.2*	-0.1%	12%	nt	nt
Fc1ccc(CSc2ncnc3sc4c(c23)CCCC4)cc1	-8%	6.3	86	-1%	-6%	3%	i	20	0.0%	17%	nt	nt
Cc1ccc(C2CCN(C(=S)Nc3cccc(Cl)c3)C2)cc1 (centres undefined)	3%	4.6	41	7%	-16%	1%	i	11	0.0%	3%	-20	668
CCOC(=O)c1c(N)sc2c1CCC(C)C2 (centres undefined)	-6%	-1.0	63	7%	16%	5%	i	14	0.2%	3%	nt	nt
N#C/C(=C\c1ccc(OCCN2CCOCC2)cc1)C(=O)Nc1ccc(S(N)(=O)=O)cc1	-2%	-0.8	55	12%	4%	5%	i	64	-0.1%	21%	-6	727
COc1ccc(Cl)cc1NC(=O)CCNS(=O)(=O)c1cccc2nonc12	-8%	-0.1	40	4%	2%	-3%	i	48	0.0%	4%	24	805
O=C(NCCc1cccs1)C1CC(c2cccc([N+](=O)[O-])c2)=NO1 (centres undefined)	-9%	-2.7	97	6%	7%	4%	i	39	0.2%	-11%	nt	nt
Cc1ccc(NC(=O)C(=O)NCCN2CCN(S(C)(=O)=O)CC2)cc1	-8%	-0.8	95	2%	-4%	6%	i	42	-0.1%	0%	-1	693
COc1ccc2c(c1)c(=O)cc(C)n2CC(=O)NCc1ccco1	-11%	1.9	87	9%	-6%	3%	i	38	-0.1%	1%	7	732
CCOC(=O)N1CCN(CCC(=O)Nc2cccc(Cl)c2C)CC1	2%	1.6	61	13%	12%	2%	i	33	0.6%	-8%	-5	829
COc1cc(NC(C)CCc2ccccc2)cc(OC)c1OC (centres undefined)	-7%	0.2	48	18%	9%	19%	i	60	0.3%	12%	-12	852
CC(OC(=O)Cc1n[nH]c(=O)c2ccccc12)C(=O)Nc1ccc(Cl)cn1 (centres undefined)	-15%	1.5	68	9%	-18%	-3%	i	43	0.2%	3%	-2	790
O=C(CCOc1ccccc1)NCc1ccccc1	-4%	-0.4	77	12%	1%	6%	i	15	0.2%	1%	-6	687
CCOC(=O)N1CCN(C2CCCN(C(=O)c3ccccc3N(C)C)C2)CC1 (centres undefined)	-2%	0.9	63	10%	-2%	8%	i	42	-0.2%	6%	13	679
Cc1cc(NC(=O)c2ccc(C)s2)n(-c2nc3ccccc3[nH]2)n1	1%	9.8	90	-16%	22%	2%	i	50	-0.1%	7%	31	668
CCc1nnc(NC(=O)c2ccc(S(=O)(=O)N3CCCc4ccccc43)cc2)o1	4%	-0.1	52	0%	-2%	8%	i	14	0.0%	6%	-7	719
O=C(Nc1ccc(F)cc1F)C1CCCN1S(=O)(=O)c1cccc2nsnc12 (centres undefined)	-9%	0.1	56	4%	9%	-15%	i	10	0.2%	-3%	9	761
O=C(CN1C(=O)C2CC=CCC2C1=O)Nc1nnc(SCc2c(Cl)cccc2Cl)s1 (centres undefined)	-6%	0.3	65	9%	7%	10%	i	51	0.0%	-2%	-12	743
CC(=O)N1CCN(C(=O)c2ccc(-n3c(C)ccc3C)cc2)CC1	-3%	1.6	45	7%	-6%	3%	i	39	-0.2%	1%	-4	664
COc1ccc(COC(=O)C2=C(C)NC(=O)NC2c2cccc(OC)c2OC)cc1 (centres undefined)	-6%	-0.1	71	-1%	10%	12%	i	67	-0.1%	-2%	nt	nt
CC(=O)N1CCc2cc(S(=O)(=O)NC(CC(C)C)C(=O)Nc3ccc4c(c3)OCCO4)ccc21 (centres undefined)	0%	2.2	65	2%	-8%	12%	i	58	-0.1%	8%	-12	781
COc1cc(N)c(Cl)cc1C(=O)OCC(=O)N1CCCC1	0%	0.4	48	11%	14%	5%	i	52	-0.4%	11%	-18	748
COc1ccc(/C=C2/C(=O)ON=C2C)cc1Br	-5%	1.8	54	25%	16%	-2%	i	61	-0.3%	-4%	4	637
CC(=O)N1C(C(=O)O)Cc2c([nH]c3ccccc23)C1C (centres undefined)	-10%	0.0	58	nt	6%	-11%	nt	nt	-0.1%	-2%	nt	nt
CC(=O)Nc1cccc(C(=O)/C=C/c2cccs2)c1	-2%	nt	nt	6%	3%	3%	i	24	-0.2%	10%	-18	661
CCCCn1c(N)c(N(CC(C)C)C(=O)CSCC(=O)Nc2cccc(C)c2)c(=O)[nH]c1=O	nt	1.2	44	11%	nt	5%	i	33	nt	nt	nt	nt

Filtered by structure: the compounds so far containing an aryl thioether with sulfur outside any ring.
SMILES	LYP phosphatase	NTR1 agonist	NTR1 agonist cell count 20 µM	Large T inhibition	GPR35 arrestin U2OS	MgcRacGAP inhibition	T cell modulator	T cell modulator vesicle-bound %	GPR55 activation	GPR55 LPI antagonism	Lipid droplet	Lipid droplet cells 6.5 µM
Fc1ccc(CSc2ncnc3sc4c(c23)CCCC4)cc1	-8%	6.3	86	-1%	-6%	3%	i	20	0.0%	17%	nt	nt
O=C(CN1C(=O)C2CC=CCC2C1=O)Nc1nnc(SCc2c(Cl)cccc2Cl)s1 (centres undefined)	-6%	0.3	65	9%	7%	10%	i	51	0.0%	-2%	-12	743

Following part:
SMILES	LYP phosphatase	NTR1 agonist	NTR1 agonist cell count 20 µM	Large T inhibition	GPR35 arrestin U2OS	MgcRacGAP inhibition	T cell modulator	T cell modulator vesicle-bound %	GPR55 activation	GPR55 LPI antagonism	Lipid droplet	Lipid droplet cells 6.5 µM
CCCCCc1cc(=O)oc2c(C(CCN3CCCC(C)C3)c3ccc(N(C)C)cc3)c(OC)cc(OC)c12 (centres undefined)	-5%	51*	94*	12%	4%	1%	i	16	0.7%	29%	62*	707*
CN(c1ccccc1)S(=O)(=O)c1cccc(NC(=O)C2CC(=O)N(Cc3ccccc3)C2)c1 (centres undefined)	-2%	2.0	72	-9%	15%	9%	i	29	0.3%	8%	-58	717
COc1ccc(OC)c(S(=O)(=O)N2CCCC(C(=O)NCc3ccco3)C2)c1 (centres undefined)	-9%	-0.3	49	4%	2%	-31%	i	12	-0.2%	-3%	10	813
COC(=O)C(CCSC)NC(=O)CNS(=O)(=O)c1ccc(Br)cc1 (centres undefined)	-4%	-0.2	83	0%	-10%	5%	i	32	-0.2%	-1%	nt	nt
CCOC(=O)C(=O)Nc1nc(-c2ccccc2)c(-c2ccccc2)o1	-2%	-1.5	46	-1%	12%	0%	i	45	-0.2%	-8%	4	713
O=C(Nn1cnc2ccccc2c1=O)c1ccc(F)cc1Cl	0%	-0.3	41	4%	-7%	13%	i	24	0.3%	8%	nt	nt
Cc1cc2nnc(SCC(=O)N(C)C3CCS(=O)(=O)C3)n2c2ccccc12 (centres undefined)	1%	-0.5	28	-3%	3%	7%	i	2	0.0%	12%	-3	667
COc1ccc(NC(=O)c2cccc(N3C(=O)C4CC=C(C)CC4C3=O)c2)c(OC)c1 (centres undefined)	-5%	-0.8	51	4%	-23%	7%	i	16	-0.2%	-1%	-6	813
COc1ccc(N2CCN(Cc3cc(=O)oc4cc(-c5ccccc5)c(O)cc34)CC2)cc1	4%	2.8	47	6%	14%	11%	i	36	-0.3%	-2%	nt	nt
COCCN(C(=O)COC(=O)CC(C)c1ccccc1)c1c(N)n(Cc2ccccc2)c(=O)[nH]c1=O (centres undefined)	nt	0.1	62	11%	nt	2%	i	30	nt	nt	nt	nt

Filtered by structure, those above with fluorine (3)
SMILES	LYP phosphatase	NTR1 agonist	NTR1 agonist cell count 20 µM	Large T inhibition	GPR35 arrestin U2OS	MgcRacGAP inhibition	T cell modulator	T cell modulator vesicle-bound %	GPR55 activation	GPR55 LPI antagonism	Lipid droplet	Lipid droplet cells 6.5 µM
Fc1ccc(CSc2ncnc3sc4c(c23)CCCC4)cc1	-8%	6.3	86	-1%	-6%	3%	i	20	0.0%	17%	nt	nt
O=C(Nc1ccc(F)cc1F)C1CCCN1S(=O)(=O)c1cccc2nsnc12 (centres undefined)	-9%	0.1	56	4%	9%	-15%	i	10	0.2%	-3%	9	761
O=C(Nn1cnc2ccccc2c1=O)c1ccc(F)cc1Cl	0%	-0.3	41	4%	-7%	13%	i	24	0.3%	8%	nt	nt

A few values from the entries so far:
Entry of `CN(c1ccccc1)S(=O)(=O)c1cccc(NC(=O)C2CC(=O)N(Cc3ccccc3)C2)c1` (centres undefined) under GPR55 LPI antagonism: 8%
Entry of `Cc1cc2nnc(SCC(=O)N(C)C3CCS(=O)(=O)C3)n2c2ccccc12` (centres undefined) under Large T inhibition: -3%

Screens from PubChem BioAssay.
